# Rhodamine autofl: rhodamine region autofluorescence; Rhodamine-region fluorescence, 547/598 nm, Tris buffer; active compounds read high; hit rate 0.05% among 59,000; max dye-equivalent concentration, M; in the data active means max dye-equivalent concentration above about 11 nM; inconclusive means between about 1.1 nM and that limit
#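 Compounds in 100 mM Tris buffer, pH 8.0, were incubated 15 min at room temperature, then read at 547 nm excitation and 598 nm emission. Fluorescence was normalized against a per-plate six-point rhodamine standard curve as dye-equivalent concentration.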
# HEK293 cAMP ctrl: counter-screen for TSHR agonists: cAMP increase in parental HEK293. parental HEK293 CNG cAMP sensor, membrane potential fluorescence. Potency, µM (top dose mostly 57.1 µM), for inactives: at the top dose activation, usual class: activators. hit rate 2.5% among 73,000. AID 938; further: potency means the concentration at half of the fitted maximal effect; % of control where 0% means no effect; nearly all actives have a fitted effect of over 55% in size
#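 Parental HEK 293 cells stably expressing a cAMP-gated CNG channel were loaded with membrane potential dye containing 100 uM RO 20-1724 for 60 min. Compound added for 30 min; depolarization read as fluorescence intensity at 590 nm.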
# ERK AVP block: inhibitors of vasopressin-stimulated ERK signaling pathway. HEK293-V1b, vasopressin-stimulated pERK AlphaScreen. Potency, µM (top dose mostly 57.5 µM), for the others: top-dose activity, negative = inhibition, hits mostly inhibitors. hit rate 0.99% among 72,000. AID 995; further: potency means the concentration at half of the fitted maximal effect; on the % scale 0 is the no-effect control and ±100 the full control effect; nearly all actives have a fitted effect of over 55% in size
#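 V1b-HEK293 cells; cpd 30 min 37C; 25 nM vasopressin 5 min; lyse 10 min; AlphaScreen beads 5 hr RT. Normalized to DMSO basal and 25 nM vasopressin; AC50 by Hill fit.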
# HADH2 inhib: inhibitors of human HADH2 dehydrogenase; Q99714; hit rate 3.4% among 73,000; recombinant HADH2, NADH fluorescence, beta-hydroxybutyryl-CoA; AID 886; Potency, µM (highest dose often 57.1 µM), for the others: top-dose activity change, negative = inhibition, most hits filed as inhibitors; further: potency means the concentration at half of the fitted maximal effect; on the % scale 0 is the no-effect control and ±100 the full control effect; nearly all actives have a fitted effect of over 60% in size; many of its hits are not listed in these tables
#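 E. coli-expressed His-tagged HADH2 tested at 20 nM in alkaline Tris buffer (pH 9.0); oxidation of 90 uM beta-hydroxybutyryl-CoA with 1 mM NAD+ tracked fluorimetrically for 4 min.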
# USP2a inh: inhibitors of human ubiquitin-specific protease USP2a. O75604. USP2a enzymatic assay, qHTS inhibition. Potency, µM (doses to about 38.3 µM), inactives show at the top dose activity change, negative = inhibition, usual class: inhibitors. hit rate 0.1% among 60,000;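 further: potency means the concentration at half of the fitted maximal effect; nearly all actives have a fitted effect of over 60% in size; plate controls were DMSO for no effect and NEM full inhibition control for full effect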
#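 USP2 core (20nM final) preincubated 30 min RT with compound, then Ub-PLA2 20nM and NBD C6-HPC 20uM final added; buffer 20mM Tris-HCl pH 8.0, 2mM CaCl2. Fluorescence Ex 460/Em 535 read at 0 and 2.5 h; normalized to NEM.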
# Luciferase inh: firefly luciferase inhibition; P08659; purified firefly luciferase, luminescence, 8 min; Potency, µM (doses to about 57.1 µM), for the others: top-dose activity change, negative = inhibition, usual class: inhibitors; hit rate 2.2% among 72,000; further: potency means the concentration at half of the fitted maximal effect; on the % scale 0 is the no-effect control and ±100 the full control effect; nearly all actives have a fitted effect of over 40% in size
#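 Compounds were tested as concentration series (qHTS) against purified P. pyralis luciferase with luciferin and 10 uM ATP in 50 mM imidazole pH 7.2, 50 mM KCl, 7 mM MgCl2, 0.01% Tween 20, 0.05% BSA. Luminescence was read after 8 min at ambient temperature.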
# Tau fil binding: binds recombinant human tau filaments; hit rate 2% among 71,000; recombinant tau filaments, thioflavin S fluorescence, 15 h; filaments grown with octadecylsulfate alongside compound; Potency, µM (highest dose often 57.1 µM), for the others: at the top dose activity change, negative = inhibition; P10636; AID 596;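 further: potency means the concentration at half of the fitted maximal effect; on the % scale 0 is the no-effect control and ±100 the full control effect; actives lower thioflavin S fluorescence by blocking filaments or displacing dye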
# Target sequence (P10636 whole entry, looked up): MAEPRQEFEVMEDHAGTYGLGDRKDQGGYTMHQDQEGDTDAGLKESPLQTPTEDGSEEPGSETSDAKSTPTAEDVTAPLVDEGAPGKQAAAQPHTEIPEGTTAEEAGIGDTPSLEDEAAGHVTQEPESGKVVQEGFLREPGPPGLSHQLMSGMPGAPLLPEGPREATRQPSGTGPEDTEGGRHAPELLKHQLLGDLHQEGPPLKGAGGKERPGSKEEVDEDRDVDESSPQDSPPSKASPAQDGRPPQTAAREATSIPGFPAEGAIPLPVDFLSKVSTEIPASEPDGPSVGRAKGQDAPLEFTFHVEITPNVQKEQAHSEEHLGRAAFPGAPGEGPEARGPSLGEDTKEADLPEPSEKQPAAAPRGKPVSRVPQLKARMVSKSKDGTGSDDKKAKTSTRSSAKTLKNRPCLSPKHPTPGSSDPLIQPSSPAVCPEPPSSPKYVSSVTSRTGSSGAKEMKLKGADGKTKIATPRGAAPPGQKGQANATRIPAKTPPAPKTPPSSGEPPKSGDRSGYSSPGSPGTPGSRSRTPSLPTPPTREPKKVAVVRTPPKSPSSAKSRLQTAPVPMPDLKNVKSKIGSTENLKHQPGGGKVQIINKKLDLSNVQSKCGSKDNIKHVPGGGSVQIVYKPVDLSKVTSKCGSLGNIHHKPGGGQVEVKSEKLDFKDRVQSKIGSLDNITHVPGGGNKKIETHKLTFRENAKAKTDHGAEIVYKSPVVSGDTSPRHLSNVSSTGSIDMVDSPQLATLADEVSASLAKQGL
#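 His-tagged recombinant human tau (exons 2, 3 and 10 included), 1 uM, was induced to fibrillize by 30 uM sodium octadecylsulfate with compound present. After 15 h at 37 C, thioflavine S fluorescence (ex 450, em 510 nm) was read.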
# TexasRed autofl: compounds fluorescent in Texas Red spectral region; Compound fluorescence, Texas Red channel, 547/618 nm; active compounds read high; max dye-equivalent concentration, M; hit rate 0.06% among 59,000; in the data active means max dye-equivalent concentration above about 10 nM; inconclusive means between about 1.1 nM and that limit
#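 Pin-transferred compounds and Texas Red standards go into 100 mM Tris buffer, pH 8.0. After 15 min at room temperature, plates are imaged with 547/618 nm filters. Each value is a dye-equivalent concentration derived from the per-plate dye curve.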
# Casp1 inh: caspase-1 (human) inhibition, allosteric or competitive; P29466; Caspase-1 enzyme, Ac-WEHD-AFC fluorogenic rate; Potency, µM (titrated, usually from 57.5 µM), without a hit: at the top dose activity change, negative = inhibition, most hits filed as inhibitors; hit rate 0.03% among 75,000;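 further: potency means the concentration at half of the fitted maximal effect; plate controls were vehicle for no effect and no substrate for full effect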
# Target sequence (P29466 120-297 limits assumed): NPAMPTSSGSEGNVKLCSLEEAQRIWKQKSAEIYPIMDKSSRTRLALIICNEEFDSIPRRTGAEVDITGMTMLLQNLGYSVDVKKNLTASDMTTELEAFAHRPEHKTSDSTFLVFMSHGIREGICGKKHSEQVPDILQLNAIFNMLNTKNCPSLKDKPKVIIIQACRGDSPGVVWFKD
# Target sequence (P29466 317-404 limits assumed): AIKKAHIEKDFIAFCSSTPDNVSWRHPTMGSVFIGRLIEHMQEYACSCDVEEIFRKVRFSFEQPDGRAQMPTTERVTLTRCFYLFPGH
# Caspase-7 inhib: caspase-7 (human) inhibition, allosteric or competitive; P55210; recombinant caspase-7, Ac-DEVD-AFC fluorescence rate; Potency, µM (series often up to 57.5 µM), inactives show top-dose activity change, negative = inhibition, actives largely listed as inhibitors; hit rate 0.02% among 75,000; active means well fitted inhibition curve with a large enough effect in the main read-out, with a control signal flat, not every such curve was filed as active; inconclusive means small, poorly fitted or top-dose-only effect, or a change in a side signal; further: potency means the concentration at half of the fitted maximal effect; % of control where 0% means no effect
# Fluorescein fluor: fluorescein region autofluorescence; hit rate 0.91% among 59,000; max fluorescein-equivalent concentration, M; Compound autofluorescence, 480/540 nm, fluorescein-equivalent; active compounds read high; in the data active means max fluorescein-equivalent concentration above about 10 nM; inconclusive means between about 1.1 nM and that limit
#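 Fluorescein stocks ranging 3 mM down to 300 nM, plus DMSO blanks, were pinned alongside compounds to build a per-plate standard curve. Buffer: 100 mM Tris, pH 8.0. Incubation 15 min, room temperature; filters 480/540 nm.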
# * hit, by the source's call; i = inactive; ? = inconclusive; · = no result given; [ ] = remark or other dose. Unless noted, the call rests on the fitted dose curve; in most records, active means well fitted curve in the direction sought with a large enough effect; inconclusive means small, poorly fitted or top-dose-only effect, or another doubt; inactive means no such curve, though single readings can be large; an effect the other way counts as inactive or inconclusive.
SMILES,Rhodamine autofl,HEK293 cAMP ctrl,ERK AVP block,HADH2 inhib,USP2a inh,Luciferase inh,Tau fil binding,TexasRed autofl,Casp1 inh,Caspase-7 inhib,Fluorescein fluor
COc1cccc(-c2nc(NCc3cnc(C)cn3)c3ccccc3n2)c1,i,-2%,-12%,8%,21%,-4%[2.29 µM],-5%,i,-2%,-2%,i
CN(C)/C=N/c1ncnc2c1cnn2-c1ccc(C(F)(F)F)cn1,i,20%,-3%,5%,2%,-2%,-13%,i,2%,-3%,i
COc1ccccc1N1CCN(C(=O)c2cc3c(=O)n(C)c4ccccc4c3n2C)CC1,·,-1%,-29%,5%,·,0%,30%,·,-1%,-2%,·
Nc1nnc(SCCN2C(=O)c3ccccc3S2(=O)=O)s1,i,?,-13%,-1%,-6%,4%,-8%,i,0%,-2%,i
Cc1nn2c(=O)cc(CSc3nc4ccccc4[nH]3)nc2s1,·,12%,12%,-8%,·,-2%,6%,·,3%,0%,·
O=C(O)CC(c1ccc(Cl)cc1)N1C(=O)CCC1=O (configuration not stated),i,3%,-4%,-6%,0%,-1%,-13%,i,3%,-2%,i
COc1ccc(C2=NO[C@@H]3C(=O)N(c4ccc(C)cc4C)C(=O)[C@H]23)cc1OC,i,11%,-4%,?,12%,-2%,6%,i,-2%,-2%,i
COc1ccc(S(=O)(=O)N(Cc2cc3ccc(OC)cc3[nH]c2=O)CC2COCCO2)cc1 (configuration not stated),i,-4%,-7%,i,22%,1%,16%,?,1%,-1%,?
CCOC(=O)c1ccc(NC(=O)C2CCCN(S(=O)(=O)c3cnc[nH]3)C2)cc1 (configuration not stated),·,1%,-18%,-2%,·,-3%,-2%,·,2%,-5%,·
CCN1CCN(C(=O)C2CCN(S(=O)(=O)c3cccc4cccnc34)CC2)CC1,·,2%,-8%,11%,·,3%,-3%,·,1%,0%,·

# Reprinted at random: three entries already listed
SMILES,Rhodamine autofl,HEK293 cAMP ctrl,ERK AVP block,HADH2 inhib,USP2a inh,Luciferase inh,Tau fil binding,TexasRed autofl,Casp1 inh,Caspase-7 inhib,Fluorescein fluor
Nc1nnc(SCCN2C(=O)c3ccccc3S2(=O)=O)s1,i,?,-13%,-1%,-6%,4%,-8%,i,0%,-2%,i
Cc1nn2c(=O)cc(CSc3nc4ccccc4[nH]3)nc2s1,·,12%,12%,-8%,·,-2%,6%,·,3%,0%,·
O=C(O)CC(c1ccc(Cl)cc1)N1C(=O)CCC1=O (configuration not stated),i,3%,-4%,-6%,0%,-1%,-13%,i,3%,-2%,i

# The results go on.
SMILES,Rhodamine autofl,HEK293 cAMP ctrl,ERK AVP block,HADH2 inhib,USP2a inh,Luciferase inh,Tau fil binding,TexasRed autofl,Casp1 inh,Caspase-7 inhib,Fluorescein fluor
Cc1ccc(C(=O)CSc2nnc(COc3cc(C)cc(C)c3)o2)cc1,i,?,23%,-15%,-3%,2%,48%,i,-4%,1%,i
COc1cc(NC(=O)c2cc(-c3cccs3)on2)cc(OC)c1OC,i,5%,-26%,7%,30%,0%,5%,i,-2%,-1%,i
CCOC(=O)c1c(NC(=O)c2cccs2)sc(C)c1CC,·,15%,66%[activator],25µM*,·,5%,68%,·,?,?,·
Cc1ccc(NC(=O)c2cc(NC(=O)c3ccco3)ccc2N2CCOCC2)cc1,i,21%,-17%,-16%,27%,1%,26%,i,-2%,2%,i
COc1cccc(-c2cncnc2NCc2cccs2)c1,i,?,10µM*,?,-5%,0%[2.29 µM],8%,i,-1%,-4%,?
CCOC(=O)N1CCN(C(=O)CSc2ncnc3ccccc23)CC1,·,-1%,-11%,3%,·,1%,3%,·,-1%,0%,·
CSc1ccc(S(=O)(=O)Nc2ccc(F)cc2)cc1,i,-4%,?,-12%,7%,2%,-12%,i,-1%,1%,i
CCCn1c(-c2ccc(F)cc2)nc2c(N3CCN(CCC(=O)OCC)CC3)nc(C)nc21,·,?,-11%,-7%,·,·,-5%,·,-4%,0%,·
Cc1ccccc1-n1c(SC(C)C(N)=O)nnc1-c1cccnc1 (configuration not stated),i,2%,-8%,6%,2%,-1%,5%,i,3%,-4%,?
O=C(NC12CC3CC(CC(C3)C1)C2)N1CCCC(CO)C1 (configuration not stated),i,0%,-19%,-2%,3%,0%,3%,i,2%,-1%,i
CS(=O)(=O)N1CCN(C(=O)c2ccc(F)cc2)CC1,i,-2%,-13%,-10%,-7%,2%,8%,i,3%,-4%,i
N#Cc1c(-c2ccco2)cc(-c2cccnc2)nc1N,i,-7%,?,?,-77%,-5%,225%,?,0%,-2%,?
O=c1ccnc(SCc2ccccc2Cl)[nH]1,i,13%,-16%,3%,3%,2%,-1%,i,0%,0%,i
O=S(=O)(NCc1ccc2c(c1)OCO2)c1ccc2c(c1)oc1ccccc12,i,11%,-12%,-21%,30%[activator],-1%,-6%,i,-3%,-6%,i
COc1ccccc1-n1cnnc1SCC(=O)N1CCN(S(=O)(=O)c2ccccc2)CC1,i,3%,-23%,1%,9%,1%,2%,i,-1%,0%,?
CC(c1ccccc1)n1cc(C(=O)NCC2CCCO2)nn1 (configuration not stated),i,-2%,8%,15%,·,4%,2%,i,-2%,1%,i
CCN(CC)C(=O)CSc1nnc([C@H](Cc2c[nH]c3ccccc23)NC(=O)OC(C)(C)C)o1,i,2%,-5%,3%,22%,4%,-4%,i,-1%,-2%,i
CCCN1C(=O)c2ccc(C(=O)NC3=NCCS3)cc2C1=O,i,2%,-11%,1%,8%,-14%,-5%,i,-1%,2%,i
O=C(c1cccn2c(=O)c3cc(Br)ccc3nc12)N1CCN(c2ccccn2)CC1,i,11%,15%,26%,13%,1%,12%,?,-10%,-16%,?
COC(=O)c1[nH]c2ccc(Br)cc2c1NC(=O)C(C)N1CCN(C2CCCCC2)CC1 (configuration not stated),i,-78%[inhibitor],-17%,11%,37%[activator],3%,114%,i,-1%,-2%,i
CCOC(=O)CCN1C(=O)[C@H]2[C@H]3[C@H](O)[C@H](O)C/C(=N/OCc4ccccc4)[C@H]3CC[C@@H]2C1=O,·,8%[11.4 µM],6%[11.5 µM],-3%[11.4 µM],·,1%[11.4 µM],·,·,0%[11.5 µM],0%[11.5 µM],·
Cc1nnc2c3cnn(-c4ccc(Cl)cc4)c3ncn12,i,-10%,3%,9%,9%,-2%,-7%,i,1%,-2%,i
CC1CCCCN1C(=O)Cc1ccc(F)cc1 (configuration not stated),i,9%,-22%,-10%,3%,-1%,-3%,i,-1%,-2%,i
Cc1nc2ccc(NC(=O)N3CCN(c4ccccn4)CC3)cc2s1,i,17%,-16%,-7%,19%,-3%,5%,i,-1%,-1%,i
COc1cccc(C(=O)N2CCN(C(=O)c3cccc4ccccc34)CC2)c1OC,·,26%,-11%,7%,12%,1%,-7%,·,-1%,-2%,·
COC(=O)[C@@]1(Cc2ccc(F)cc2)[C@H]2c3cc(C(=O)N(C)C)n(Cc4ccc(O)c(OC)c4)c3C[C@H]2CN1C(=O)c1ccccc1,·,?,18%,1%,·,·,2%,·,-6%,-10%,·
Cc1ccc(-c2nc(C3CCCN(S(=O)(=O)c4ccc(C)cc4)C3)no2)cc1 (configuration not stated),·,9%,27%,-3%,·,-2%,26%,·,-2%,-2%,·
CCOC(=O)C1=C(CS(=O)(=O)c2ccccc2)NC(=O)NC1c1ccccc1OCC (configuration not stated),·,10%,-3%,-7%,·,4%,4%,·,0%,-1%,·
Nc1c(C(=O)NCc2ccco2)nnn1Cc1ccccc1,i,?,6%,3%,-1%,0%,12%,i,0%,-1%,?
Cc1ccnc(NC(=O)Nc2cccc(F)c2)c1,i,6%,3%,11%,0%,3.2µM*,-20%,i,2%,1%,i
COc1ccc(NC(=O)CSc2nnc(CNC(=O)c3ccco3)n2-c2ccccc2OC)cc1,i,-6%,7%,1%,6%,1%,?,?,1%,-1%,?
CCCCCSc1nc2c(c(=O)[nH]c(=O)n2C)n1C(C)C,·,0%,·,-18%,·,-2%,-2%,·,-1%,0%,·
O=C(c1ccccc1)c1cccn1CC(=O)N1CCN(c2ccccc2)CC1,i,?,-18%,-3%,4%,-2%,7%,i,-1%,-1%,i
C/C(N)=C(/C#N)C(=O)CSc1nc(C2CCCCC2)n(-c2ccccc2)n1,i,-11%,7%,4%,6%,7%,-3%,?,-2%,-1%,?
Cc1ccc(CNC(=O)C2CC(=O)OC23CCCC3)c(C)c1 (configuration not stated),i,9%,-2%,3%,16%,1%,-12%,i,0%,-2%,?
COc1cccc(N2CC(C(=O)OC(C)C(=O)c3ccccc3)CC2=O)c1 (configuration not stated),i,17%,4%,7%,0%,0%,-11%,i,2%,-2%,i
COc1cccc(/C=C/c2ccncc2)c1OC,i,5%,-11%,1%,1%,-15%,-3%,i,1%,-1%,i
COc1ccc(OC)c(S(=O)(=O)N2CCCCC2C(=O)N2CCN(c3ccccn3)CC2)c1 (configuration not stated),i,2%,-11%,-19%,4%,3%,-6%,?,1%,-3%,i

# High-throughput results: PubChem, National Center for Advancing Translational Sciences (NCATS)

# The list is partial; the hit share may differ from the screen's.
